Bioassay records from PubChem.
AMA1-RON2 inh: inhibitors of Plasmodium falciparum AMA1-RON2 interaction | Potency, µM (top dose mostly 58.2 µM), for inactives: top-dose activity change, negative = inhibition, hits mostly inhibitors | AID 720542 | AlphaScreen AMA1-biotinylated RON2 peptide binding | 0.2% of 360,000 active;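 further: potency means the concentration at half of the fitted maximal effect; 0% = vehicle wells and -100% = peptide control; nearly all actives have a fitted effect of over 45% in size; some results filed as inactive show a strong effect at the top dose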
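AMA1 (3D7) with his tag at 25 nM final met compounds first, then biotinylated RON2 peptide at 25 nM; detection used donor plus acceptor beads, 10 µg/mL apiece, read by AlphaScreen after 30 min at room temperature.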
Sm TGR inh: blocks Schistosoma mansoni thioredoxin glutathione reductase; Q962Y6; purified TGR, DTNB reduction, TNB absorbance 405 nm; Potency, µM (doses to about 114 µM), without a hit: top-dose activity change, negative = inhibition, usual class: inhibitors; 3% of 360,000 active; further: potency means the concentration at half of the fitted maximal effect; nearly all actives have a fitted effect of over 60% in size
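First, TGR (20 nM dispensed) and NADPH were mixed with compound. Second, a 15 min room-temperature incubation followed. Third, further NADPH and then DTNB were added to start the reaction. Finally, TNB absorbance was monitored kinetically.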
HCMV inh: blocks human cytomegalovirus replication; HFF cells, HCMV-luciferase reporter, 72 h; stronger effect = lower value; activity change, negative = inhibition, % at 57.5 µM; 4.5% of 410,000 active; AID 1259415; in the data active means activity change below about -60%; inconclusive means no clear call, values can overlap the other calls; inactive means above about -39%
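Two-dose cell screen: HFF monolayers treated with compounds and infected with luciferase-expressing HCMV at 1 PFU/cell, 72 h at 37C, then lysed for luciferase measurement.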
AmpC inh no detg: inhibitors of E. coli AmpC beta-lactamase without detergent | AmpC nitrocefin hydrolysis, absorbance 480 nm, 0.0001% Triton | Potency, µM (doses to about 57.1 µM), inactives show at the highest dose activity change, negative = inhibition, usual class: inhibitors | 0.52% of 330,000 active;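 further: potency means the concentration at half of the fitted maximal effect; plate controls were no compound for no effect and no enzyme for full effect; nearly all actives have a fitted effect of over 20% in size; some results filed as inactive show a strong effect at the top dose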
Target sequence (P00811 whole entry, looked up): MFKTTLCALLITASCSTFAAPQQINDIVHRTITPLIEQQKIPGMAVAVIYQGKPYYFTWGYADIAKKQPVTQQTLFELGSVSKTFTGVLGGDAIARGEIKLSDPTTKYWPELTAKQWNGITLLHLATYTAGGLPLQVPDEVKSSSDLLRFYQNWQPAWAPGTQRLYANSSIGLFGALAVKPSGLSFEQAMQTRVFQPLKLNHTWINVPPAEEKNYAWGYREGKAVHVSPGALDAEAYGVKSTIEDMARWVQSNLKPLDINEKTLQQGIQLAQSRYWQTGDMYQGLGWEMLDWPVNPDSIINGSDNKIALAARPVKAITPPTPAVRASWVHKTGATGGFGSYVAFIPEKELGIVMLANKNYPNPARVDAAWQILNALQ
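20 mM phosphate pH 7.0 + 0.01% (detergent screen) or 0.0001% Triton X-100; 5.3 nM AmpC reagent; cpd preinc 15 min RT; nitrocefin (800 uM stock) to start; A480 q20 s × 4 min; Activity was normalised to no-enzyme and no-compound control wells.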
FBPA Giardia inh: blocks Giardia fructose-bisphosphate aldolase activity | A8B2U2 | purified Giardia FBPA | Potency, µM (top dose mostly 59.6 µM), for the others: at the top dose activity, negative = inhibition, hits mostly inhibitors | 0.71% of 290,000 active | AID 2451; further: potency means the concentration at half of the fitted maximal effect; nearly all actives have a fitted effect of over 55% in size
Target sequence (A8B2U2 whole entry, looked up): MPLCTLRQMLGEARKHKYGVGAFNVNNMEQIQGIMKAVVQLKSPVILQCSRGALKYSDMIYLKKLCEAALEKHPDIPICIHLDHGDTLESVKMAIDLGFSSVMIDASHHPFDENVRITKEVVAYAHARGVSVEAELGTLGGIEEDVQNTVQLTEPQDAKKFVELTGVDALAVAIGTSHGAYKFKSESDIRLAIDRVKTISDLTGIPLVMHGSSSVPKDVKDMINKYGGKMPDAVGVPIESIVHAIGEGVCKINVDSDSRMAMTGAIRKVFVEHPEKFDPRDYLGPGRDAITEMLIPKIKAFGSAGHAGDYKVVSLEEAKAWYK
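40 nM FBPA preincubated 10 min at RT with compound (up to 57.5 uM final), then substrate plus GAPDH/TPI/NAD/arsenate coupling and diaphorase/resazurin added. Fluorescence read after 20 min at RT, 525/598 nm.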
AmpC detergent: blocks E. coli AmpC beta-lactamase in detergent assay; Potency, µM (doses to about 114 µM), without a hit: at the highest dose activity change, negative = inhibition, most hits filed as inhibitors; AID 485294; AmpC hydrolysis of nitrocefin, absorbance 480 nm, 0.01% Triton; 0.041% of 370,000 active; P00811;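 further: potency means the concentration at half of the fitted maximal effect; 0% = no-compound wells and -100% = no-enzyme wells; nearly all actives have a fitted effect of over 25% in size; some results filed as inactive show a strong effect at the top dose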
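20 mM phosphate pH 7.0 + 0.01% (detergent screen) or 0.0001% Triton X-100; 5.3 nM AmpC reagent; cpd preinc 15 min RT; nitrocefin (800 uM stock) to start; A480 q20 s × 4 min; Activity was normalised to no-enzyme and no-compound control wells.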
The depositor's hits bear a star; ? = inconclusive; · = not tested or not shown; [ ] = dose if it differs, or a comment. Unless noted, the call rests on the fitted dose curve; in most records, active means well fitted curve in the direction sought with a large enough effect; inconclusive means small, poorly fitted or top-dose-only effect, or another doubt; inactive means no such curve, though single readings can be large; an effect the other way counts as inactive or inconclusive. Unless noted, on the % scale 0 is the no-effect control and ±100 the full control effect.

SMILES	Sm TGR inh	AmpC detergent	FBPA Giardia inh	HCMV inh	AmpC inh no detg	AMA1-RON2 inh
C[C@@H]1CN([C@@H](C)CO)C(=O)Cc2cc(NC(=O)Nc3cccc4ccccc34)ccc2O[C@@H]1CN(C)Cc1ccc(C(F)(F)F)cc1	·	·	·	14	35%	-23%
COC(=O)C(C)Sc1ncnc2c1nnn2-c1ccc(F)cc1 (stereo unspecified)	?	-9%	0%	12	-2%	14%
Cc1ccc(S(=O)(=O)C(CNC(=O)C(=O)NCCc2ccccc2)c2ccco2)cc1 (stereo unspecified)	45µM*	-1%	·	-22	·	·
CC(C)Oc1ccc(CCc2nnc(SCC(=O)O)n2-c2ccccc2)cc1	11%	?	22%	-15	-10%	-7%
CCOC(=O)c1c(-c2cccc(C)c2)csc1NC(=O)c1c(-c2ccccc2)noc1C	-12%	-5%	·	-94*	10%	-2%
COc1ccc(NC(=O)c2ccco2)cc1NC(=O)COc1ccccc1[N+](=O)[O-]	8%	-13%	9%	-39	-7%	-2%
COc1ccc(N=C2C(=Nc3ccc(OC)cc3)N(c3ccc(OC)cc3)C(=S)N2C)cc1	-1%	2%	-20%	·	11%	6.7µM*
CCOc1ccccc1NC(=O)CCC(=O)Nc1ccccc1OCC	-34%	1%	2%	91	-6%	-16%
Cc1cnc(C(=O)Nc2ccc(C(C)C)cc2)cn1	3%	-11%	-7%	12	3%	4%
O=C(CSc1ncccc1C(=O)O)c1cccc(C(F)(F)F)c1	2%	-11%	14%	4	-27%	25%
Cc1c(C(=O)N2CCN(C(=O)c3ccco3)CC2)sc2nc(-c3ccc(F)cc3)cn12	-28%	?	4%	-31	107%[activator]	-23%
CCC1CCc2nc3sc(C(=O)Nc4ccc(C)cc4)c(N)c3cc2C1 (stereo unspecified)	1%	0%	·	-1	·	·
N#Cc1nc(-c2ccc(Cl)cc2)oc1N1CCCCC1	1%	0%	-3%	-22	-21%	?
CCOc1cc(NC(=O)c2ccccn2)c(OCC)cc1NC(=O)c1ccc(Cl)cc1	-24%	-14%	8%	-7	-19%	0%
CCN(CC)S(=O)(=O)c1ccc(C)c(NC(=O)COc2ccc(Cl)cc2Br)c1	-11%	?	-1%	12	-16%	-3%
O=C(C1CC(=O)N(c2ccccc2)C1)N1CCN(C2=NS(=O)(=O)c3ccccc32)CC1 (stereo unspecified)	3%	-1%	1%	36	-17%	-2%
Cc1cccn2c(=O)c(C=C(C#N)C#N)c(N3CCN(c4ccccc4)CC3)nc12	1%	-2%	-7%	46	-8%	-15%
COc1ccc(Cl)cc1NC(=O)CN1CCC(n2nnc3cc(C)ccc32)CC1	-10%	7%	-1%	?	-11%	-3%
O=C(COC(=O)Cn1cc(C(F)(F)F)ccc1=O)Nc1ccc(Br)cc1F	7%	5%	·	-12	-14%	-4%
Cc1ccccc1OCCCn1c(CO)nc2ccccc21	7%	5%	-12%	38	15%	14%
CC(=O)NC1C(Oc2ccccc2C)OC2COC(c3ccco3)OC2C1O (stereo unspecified)	-3%	8%	-6%	-25	8%	-18%
CCOc1ccc(-c2nc(CSCC(=O)N3CCN(C(=O)c4ccco4)CC3)c(C)o2)cc1	89µM*	?	-9%	44	107%[activator]	-7%
CCOc1ccccc1NC(=O)c1ccccc1NS(C)(=O)=O	6%	?	2%	34	-16%	1%
CCCCN(C)C(=O)CC(NS(=O)(=O)c1ccc(NC(C)=O)cc1)C(C)C (stereo unspecified)	0%	3%	5%	-27	-3%	22%
COC(=O)/C(C#N)=C1/C=Cc2ccccc2N1C	-17%	0%	4%	13	-11%	-9%
COc1ccc(Cl)cc1NC(=O)COC(=O)Cc1cccs1	-2%	-11%	·	-21	-23%	-9%
Cc1cc(-c2nnc(CSc3nnc(NC(=O)c4ccc(C(C)(C)C)cc4)s3)o2)ccc1[N+](=O)[O-]	-1%	-1%	5%	8	-36%	-14%
CCn1c(SCC(=O)Nc2ccc3c(c2)c2ccccc2n3CC)nnc1-c1ccco1	2%	?	-3%	?	-1%	?
COc1cccc(/C=N/NC(=O)Cn2ccnc2C)c1	2%	?	0%	-35	-15%	16%
O=C(CCC(=O)OCc1ccc(Br)cc1)Nc1ccccc1	-2%	-3%	2%	17	-13%	-11%

Complete entries, quoted from the list.
O=C(C1CC(=O)N(c2ccccc2)C1)N1CCN(C2=NS(=O)(=O)c3ccccc32)CC1 (stereo unspecified) reads Sm TGR inh: 3%; AmpC detergent: -1%; FBPA Giardia inh: 1%; HCMV inh: 36; AmpC inh no detg: -17%; AMA1-RON2 inh: -2%
COC(=O)C(C)Sc1ncnc2c1nnn2-c1ccc(F)cc1 (stereo unspecified) reads Sm TGR inh: ?; AmpC detergent: -9%; FBPA Giardia inh: 0%; HCMV inh: 12; AmpC inh no detg: -2%; AMA1-RON2 inh: 14%

Next section.
SMILES	Sm TGR inh	AmpC detergent	FBPA Giardia inh	HCMV inh	AmpC inh no detg	AMA1-RON2 inh
Cc1ccc(C2CC(c3cccc(Cl)c3)n3nc(N)nc3N2)cc1 (stereo unspecified)	5%	?	1%	5	6.3µM*	48%[activator]
CN(C)C(=O)c1cc(C(=O)Cc2ccccc2)c[nH]1	17%	4%	11%	50	-8%	-7%
O=C(Nc1cccc([N+](=O)[O-])c1)C12CC3CC(C1)CC(n1cnc([N+](=O)[O-])n1)(C3)C2	-28%	3%	-5%	11	-9%	7%
O=C(COC(=O)Cn1cnc2ccccc21)Nc1cc(S(=O)(=O)N2CCOCC2)ccc1Cl	4%	4%	0%	-13	-6%	-28%
O=C(O)/C=C/c1cn(-c2ccccc2)nc1-c1ccc2c(c1)OCCO2	0%	-6%	2%	-14	-19%	-21%
Cc1ccc(Nc2ccc(N)cc2S(=O)(=O)O)cc1	-4%	-4%	6%	-34	-41%	-22%
O=S1(=O)N=CN(Cc2cccc(F)c2)c2ccccc21	0%	0%	-16%	-2	-14%	6%
Nc1ccc(S(=O)(=O)Nc2nccc(/C=C/c3cccc(Br)c3)n2)cc1	-4%	-10%	0%	-73*	-20%	2%
CNC(=O)COC(=O)c1cccnc1SC	0%	-14%	6%	13	-19%	-4%
O=C(/C=C/c1ccccc1F)c1cccc([N+](=O)[O-])c1	?	-8%	-4%	28	-23%	-8%
C/C(=N\NC(=O)c1c[nH]c2ccccc12)c1ccccn1	2%	5%	?	-82*	-25%	-35%
C=CCNc1sc(C(=O)C2CC2)c(N)c1C#N	-11%	-5%	-4%	-3	-14%	5%
Cc1cc(C)n(CCCNC(=O)c2ccc(S(=O)(=O)NCc3ccco3)cc2)n1	?	2%	8%	-19	-11%	1%
COc1cccc(CN2CCNCC2)c1	-8%	-4%	3.5µM*	-27	-2%	-10%
CC1(c2cccc(Br)c2)NC(=O)N(CC(=O)NC2CCCCC2)C1=O (stereo unspecified)	0%	-15%	·	25	-7%	28%
CCc1c(C)nc(N)nc1N1N=C1SCC(=O)OC	11%	0%	-4%	-61*	-20%	3%
CN1c2ccccc2N(C)C1(C)c1cccc2ccccc12	?	-15%	?	?	-1%	?
CCOC(=O)c1c(NC(=O)CN2CCCCC2)sc(CN(C)C)c1-c1ccccc1	7%	1%	1%	-26	-17%	50%[activator]
O=C(Nc1ccc(Oc2cccnc2)cc1)C1CCCCN1Cc1ccc(CO)o1 (stereo unspecified)	-33%	-6%	-12%	-9	2%	4%
CCCS(=O)(=O)N1CCCC(C(=O)NCCCN2CCN(c3cccc(Cl)c3)CC2)C1 (stereo unspecified)	-6%	-1%	1%	11	110%[activator]	-3%
Cc1ccc(CN2CCN(c3ccccn3)CC2)s1	1%	1%	?	-26	11%	?
Cc1cc(C)n2nc(SCC(=O)N(C)c3c(N)n(Cc4ccccc4)c(=O)[nH]c3=O)nc2n1	0%	?	6%	·	-5%[11.4 µM]	·
O=C(CCNS(=O)(=O)c1ccccc1Cl)OCc1nnc(-c2ccccc2Cl)o1	0%	-6%	·	4	-19%	-8%
Cn1c(CNC(=O)CNC(=O)c2ccccc2F)cc(=O)n(C)c1=O	-10%	-13%	-5%	21	-14%	-12%
COc1ccc(-c2cn3nc(N4CCC(C(=O)NCc5ccccc5F)CC4)sc3n2)cc1	1%	-3%	·	?	·	·
O=C(CN1CCCC1)Nc1ccc(OCc2ccccc2)cc1	-21%	6%	0%	46	2%	0%
CC(C)C(c1nnnn1C1CCCC1)N(C)C1CCCCC1 (stereo unspecified)	1%	12%	-4%	56	-10%	-6%
CC(O)[C@H]1CNC(=O)C(=O)N1CCc1cccc(F)c1 (stereo partly specified)	9%	5%	0%	13	1%	8%
Cc1cc(C)cc(N2C(=O)CSC23C(=O)N(CC(=O)Nc2ccc(F)cc2F)c2ccccc23)c1 (stereo unspecified)	6%	-6%	·	-1	·	·
COc1ccc(C(=O)C2CCCN(Cc3ccc4c(c3)OCCO4)C2)cc1F (stereo unspecified)	9%	5%	4%	0	23%	-10%
O=C(Nc1cccc(F)c1)Nc1ccc(Cl)cn1	1%	-12%	5%	79	-35%	0%
O=C(CN1CCN(c2ccccc2O)CC1)NNC(=O)c1ccc(Cl)cc1	-3%	-6%	12%	-34	-20%	32%[activator]
O=C(NNc1c(Cl)cccc1Cl)c1cccs1	14%	6%	0%	-32	-10%	-2%
C=CCn1c(=O)c2ccccc2n2c(SCC(=O)O)nnc12	14%	3%	-20%	6	-9%	-1%
COc1ccc(C(O)(C(C)C)C(CN2CCOCC2)c2ccc(Cl)cc2)cc1 (stereo unspecified)	-14%	-5%	-5%	?	176%[activator]	-2%
Cc1ccc(C(=O)N(C)Cc2nc3ccccc3c(=O)[nH]2)cc1NC(=O)c1ccco1	·	·	·	-10	-13%	35%[activator]
COc1ccccc1C(=O)Nc1nnc2n1CCS2	11%	1%	·	52	·	·
CCc1nc2sc3c(c2c(=O)n1N)CC(C)(C)OC3	1%	?	0%	16	-4%	0%
COc1ccccc1OCC(=O)NNC(=O)Nc1ccc(Cl)cc1	11%	-8%	1%	-64*	-32%	63%[activator]
Cc1ccc(CN2C(=O)C3CCCN3c3ccc(S(=O)(=O)N4CCOCC4)cc32)cc1 (stereo unspecified)	-1%	?	-8%	·	-5%	·
O=c1c2ccccc2ncn1-c1ccc(Cl)cc1[N+](=O)[O-]	13%	2%	0%	?	-26%	3%
CC12CN(C(=O)c3ccccc3)C3(C#N)CC1CCC23C (stereo unspecified)	2%	7%	2%	-3	5%	6%
Cc1cc(C(=O)Nn2c(C3CCCCC3)nc3ccccc3c2=O)ccc1[N+](=O)[O-]	6%	-7%	4%	?	-42%	-4%
O=C(COc1ccccc1)N=C1SC2CS(=O)(=O)CC2N1c1ccccc1 (stereo unspecified)	3%	?	-12%	-27	-5%	-3%
